Compound activity deposited in PubChem BioAssay by Sanford-Burnham Center for Chemical Genomics.
UPR CHOP act: activators of apoptotic CHOP UPR arm, primary screen, cell-based, CHO-CHOP luciferase reporter, luminescence, uHTS | UPR activation; percent of tunicamycin response over DMSO baseline | activation, % at 10 µM | actives 0.34% (n = 330,000) | AID 449763, 2010;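 active = at 10 µM dose, activation of 40% or more, normalized to positive control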;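 also: 100% = tunicamycin at 10 µg/mL and 0% = DMSO alone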
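Assay system: CHO cells with stable CHOP pathway luciferase reporter; Buffer or medium: F12 plus 10% serum; Times: 16-18 h cell attachment, then 6 h compound exposure, 37 °C; Signal: luciferase luminescence; Read-out basis: percent activation relative to tunicamycin control; Control set: tunicamycin high control, DMSO low control.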
Jurkat NFkB inh: inhibitors of induced NF-kB luciferase reporter, primary screen, TCR NF-kB activation inhibitor project, cell-based, luminescence, uHTS; Jurkat, PMA/ionomycin-induced NF-kB luciferase reporter; inhibition, % at 4 µM; actives 0.53% (n = 330,000); AID 435003, 2010; in the data active = inhibition above about 50%
Gli-Sufu block: Gli-Sufu pathway antagonists, primary screen, luciferase luminescence, Sufu-KO-LIGHT cells, uHTS; Sufu-KO-LIGHT fibroblasts, Gli luciferase reporter luminescence; inhibition, % at 5 µM; actives 0.74% (n = 340,000);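 active = inhibition above about 55%, limit read from the data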;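 also: 0% = DMSO-treated cells and 100% = wells with medium but no cells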
Mdm2-MdmX inh: inhibitors of human Mdm2-MdmX association, primary screen, cell-based, luminescence, split luciferase, SaOS-2, uHTS; Protein Mdm4 (Homo sapiens) + E3 ubiquitin-protein ligase Mdm2 (Homo sapiens), …; SaOS-2 split-luciferase Mdm2/MdmX complementation; inhibition, % at 8 µM; actives 3% (n = 330,000); AID 485346, 2010;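 active = inhibition of at least 50% at 8 µM in the primary screen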
CCR6 antagonist: CCR6 receptor antagonists, primary screen, cell-based, CHO-K1, luminescence, beta-arrestin, uHTS; C-C chemokine receptor type 6 (Homo sapiens), P51684; CHO-K1 CCR6 PathHunter beta-arrestin, CCL20-stimulated; inhibition, % at 20 µM; actives 0.49% (n = 340,000); AID 493098, 2011;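 active = compounds whose inhibition of the agonist-driven luminescence signal at 20 µM reaches about 50%, limit read from the data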;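 also: cells stimulated with CCL20 at 14 nM final; plate controls were DMSO with CCL20 for no effect and DMSO without agonist for full effect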
Target sequence (P51684 whole entry, looked up): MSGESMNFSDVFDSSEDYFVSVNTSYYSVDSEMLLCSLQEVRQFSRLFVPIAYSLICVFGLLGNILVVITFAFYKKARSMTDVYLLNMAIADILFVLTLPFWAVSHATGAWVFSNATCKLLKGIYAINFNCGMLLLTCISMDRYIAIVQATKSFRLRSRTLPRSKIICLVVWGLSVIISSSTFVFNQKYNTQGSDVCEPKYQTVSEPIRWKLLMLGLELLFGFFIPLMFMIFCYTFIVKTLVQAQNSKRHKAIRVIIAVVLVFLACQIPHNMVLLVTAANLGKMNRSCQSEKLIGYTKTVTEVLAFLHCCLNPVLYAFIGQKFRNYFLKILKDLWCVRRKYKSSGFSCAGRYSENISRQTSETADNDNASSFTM
EBI2 antag: EBI2 receptor antagonists, beta-arrestin recruitment, primary screen, cell-based, luminescence, 7a,25-OHC stimulation, uHTS. G-protein coupled receptor 183 (Homo sapiens), P32249. actives 0.81% (n = 360,000). 7a,25-OHC stimulated. inhibition, % at 5 µM. AID 651636, 2012; in the data active = inhibition above about 38%;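 also: enzyme fragment complementation signal reports receptor beta-arrestin coupling in cells; 0% = agonist plus DMSO wells and 100% = wells without agonist; some results beyond the cut were filed as inactive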
CXCR6 block: CXCR6 receptor inhibitors, primary screen, cell-based, beta-arrestin, luminescence, CHO-K1 PathHunter, 1536-well | AID 602244, 2012 | inhibition, % at 20 µM | actives 0.36% (n = 360,000) | C-X-C chemokine receptor type 6 (Homo sapiens), O00574; in the data active = inhibition above about 34%, passing the limit was not always enough;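 also: antagonist mode with CXCL16 agonist at 10 nM final; 0% = 10 nM CXCL16 with DMSO and 100% = unstimulated wells without agonist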
Target sequence (O00574 whole entry, looked up): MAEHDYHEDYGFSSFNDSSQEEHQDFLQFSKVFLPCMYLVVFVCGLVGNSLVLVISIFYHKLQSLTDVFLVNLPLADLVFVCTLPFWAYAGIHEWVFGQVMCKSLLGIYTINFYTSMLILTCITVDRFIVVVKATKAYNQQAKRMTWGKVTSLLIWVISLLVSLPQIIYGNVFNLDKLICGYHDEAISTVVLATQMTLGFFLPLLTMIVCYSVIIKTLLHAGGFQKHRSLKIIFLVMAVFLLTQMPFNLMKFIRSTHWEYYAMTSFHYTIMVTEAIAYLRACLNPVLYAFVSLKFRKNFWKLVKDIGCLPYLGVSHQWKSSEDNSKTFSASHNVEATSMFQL
XBP1 UPR activ: activators of adaptive XBP1 UPR arm, primary screen, cell-based, CHO-XBP1 luciferase reporter, luminescence, uHTS; IRE1-XBP1 UPR activation; percent of tunicamycin response, DMSO as zero; activation, % at 20 µM; actives 0.33% (n = 330,000); AID 463104, 2010;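 active = versus positive control, 20 µM dose yields 30% or more activation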;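 also: 100% = tunicamycin at 10 µg/mL and 0% = DMSO only wells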
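assay system = CHO-XBP1 luciferase reporter cells | amount = 1000 cells/well | buffer or medium = F12 plus 10% FBS | compound dosing = single point, 20 µM final compound, 1% DMSO | incubation = 16-18 h cell attachment at 37 °C, then 6 h compound exposure | detection = Steady-Glo luminescence read | controls = tunicamycin 10 µg/mL and vehicle-only wells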
697 NFkB inh: inhibitors of PMA/ionomycin-induced NF-kB reporter, 697 cells, primary screen, B-cell NF-kB inhibitor project, cell-based, luminescence, uHTS. 697 B-cell NF-kB luciferase reporter, 16 h. inhibition, % at 4 µM. actives 0.33% (n = 330,000). AID 435022, 2010; in the data active = inhibition above about 35%
* marks the source's active call; other numbers are inactive results; x = no result given.

entry	structure	UPR CHOP act	Jurkat NFkB inh	Gli-Sufu block	Mdm2-MdmX inh	CCR6 antagonist	EBI2 antag	CXCR6 block	XBP1 UPR activ	697 NFkB inh
1	COc1cc(OC)c(C2=NOC(C(=O)Nc3ccc4c(c3)OCO4)C2)cc1Cl (stereo unspecified)	1.9	0	22	9	-6	1	5	-3	-1
2	O=C(CC1C(=O)N(c2ccc(Cl)cc2)C(=S)N1CCc1ccncc1)Nc1ccc(F)cc1 (stereo unspecified)	0.0	-5	x	6	9	6	1	-1	-14
3	O=C(Oc1ccc(=O)n(-c2ccccc2)n1)c1cccc(Cl)c1	0.9	0	-6	38	1	-4	-1	-3	-1
4	CC(C)(C)OC(=O)N1CCN(C(=O)c2[nH]cnc2C(=O)Nc2ccc(Cl)cc2)CC1	4.1	-26	6	21	2	-10	1	1	-44
5	COc1ccc2nc(NC(=O)CCNC(=O)c3ccccc3Cl)sc2c1	2.8	-6	3	-21	7	5	-1	-1	0
6	COc1ccccc1/C=C/CN1CCN(c2ccccc2)CC1	1.0	-4	1	-7	-9	-16	3	1	-10
7	NCCOc1ccc(C2CCCCC2)cc1	0.1	-21	-3	-6	3	-13	0	6	-5
8	CN(Cc1ccccc1)C(=O)CN1C(=O)c2ccc([N+](=O)[O-])cc2C1=O	1.6	-10	3	-13	-6	-1	-14	1	2
9	CC1=CC(c2ccccc2)=Nc2ccc(C)cc2N1	3.1	-131	11	-102	13	13	5	1	-201
10	COc1cc(/C=C2\C(=O)ON=C2c2ccccc2)cc(Br)c1O	12	11	-2	4	58*	-22	28	6	-22
11	O=C1NC(=S)SC1=Cc1cccs1	x	x	-2	x	11	4	5	x	x
12	Cc1cccc(NC(=O)Nc2ccc(Oc3c(F)c(F)c(F)c(F)c3F)cc2)c1	0.7	-11	32	41	9	8	-8	2	-5
13	O=C(CSc1ccccn1)N1CCN(c2ncc(C(F)(F)F)cc2Cl)CC1	-0.7	-25	7	8	-3	6	-1	-1	4
14	O=C(Cc1ccc(F)cc1)NCCS(=O)(=O)N1CCN(c2cccc(Cl)c2)CC1	-0.3	-8	-6	1	10	-10	-11	-3	14
15	CC(=O)N1CCN(C(=O)COc2ccc(Br)cc2)CC1	0.4	6	1	-3	-14	43	-3	0	5
16	COc1cc(CC(=O)OCC(=O)Nc2ccc(N(C)C)cc2)cc(OC)c1OC	0.0	3	0	0	5	-10	-8	-1	14
17	Cc1ccccc1-c1cn(-c2ccccc2)c(=S)[nH]1	-0.1	-2	20	1	-7	-5	-10	6	-9
18	CC(=O)c1ccc(NC(=O)/C(Cl)=C/c2ccccc2)cc1	0.9	-59	-42	-23	-1	-3	6	-4	-35
19	O=C(COC(=O)c1ccccc1[N+](=O)[O-])c1ccc2c(c1)OCO2	-8.5	-33	-20	53*	4	5	-2	-9	-21
20	O=C(Nc1cccc(Br)c1)c1cccc(OC(=S)N2CCOCC2)c1	1.0	-4	11	25	14	11	-12	1	-24
21	O=C(Nc1ccccc1)C(Cc1cccs1)c1nn[nH]n1 (stereo unspecified)	-1.1	11	6	8	-2	-12	4	-2	7
22	Cc1onc(-c2ccccc2Cl)c1C(=O)NC(=S)NCCc1ccccc1	2.0	-10	1	-4	5	10	10	-1	-9
23	CCN(CC)CCCNC(=O)C(C)n1nc(C)c2sc3ccccc3c2c1=O (stereo unspecified)	-1.3	-14	7	-19	4	7	-4	-1	-12
24	O=C(c1ccc(S(=O)(=O)NCc2ccco2)cc1)N1CCN(c2ccc(F)cc2)CC1	2.7	12	-2	31	2	-3	1	-1	7
25	CC(=O)c1c(OC(=O)c2ccc(C)cc2)c2ccccc2n1C	6.8	9	4	16	9	6	-8	-2	10
26	O=C(O)C1C2CCC(C2)C1C(=O)Nc1cc(F)ccc1F (stereo unspecified)	-0.3	-10	2	1	-6	-1	5	-4	3
27	N#Cc1c(C(F)(F)F)cc(=O)n2c1[nH]c1ccccc12	2.0	6	-13	32	-20	-3	-20	-2	-42
28	CC1(CCOCc2ccccc2)NC(=O)NC1=O (stereo unspecified)	x	x	7	x	11	-1	2	x	x
29	COc1ccc(-c2noc(CCC(=O)N3CCN(c4ccccc4C)CC3)n2)cc1	2.2	x	0	11	31	1	-2	2	24
30	O=[N+]([O-])c1c(NCCO)cc(N2CCCCCC2)c2nonc12	4.2	4	3	5	20	-1	10	-1	15

Additional compounds follow:
entry	structure	UPR CHOP act	Jurkat NFkB inh	Gli-Sufu block	Mdm2-MdmX inh	CCR6 antagonist	EBI2 antag	CXCR6 block	XBP1 UPR activ	697 NFkB inh
31	COc1ccc(C(=O)OC(C)CN2CCN(C)CC2)cc1 (stereo unspecified)	2.8	-23	-3	-17	4	-9	3	-2	0
32	Cc1cc(C)n(-c2ccc(C(=O)OCC(=O)NCc3ccc(F)cc3)cc2)n1	1.1	-7	5	-5	6	-5	-1	-2	-15
33	CC(C)c1cccc(-c2ccc3c(c2)S(=O)(=O)c2cccc(C(=O)NCc4ccco4)c2C3=O)c1	4.7	8	-4	39	22	0	0	5	14
34	CCC(=O)NCCc1nc2cc(NC(=O)c3cccc([N+](=O)[O-])c3)ccc2n1C	6.4	-50	5	-9	-7	1	-2	5	-39
35	O=C1CN(C(=O)c2ccc(Br)o2)C(c2ccc(F)cc2)c2cc(Cl)ccc2N1 (stereo unspecified)	-1.9	-10	8	16	-10	14	2	0	-24
36	C=CCn1c(SCC(C)=O)nc2scc(-c3ccco3)c2c1=O	0.7	-4	38	7	27	-18	2	-3	-12
37	COc1ccc(-n2c(C)cc(C(=O)CN3C(=O)NC4(CCc5ccccc54)C3=O)c2C)cc1 (stereo unspecified)	0.5	9	29	6	-1	20	13	-2	-3
38	COCCN(C(=O)Cc1csc(-c2cccc(Cl)c2)n1)c1c(N)n(Cc2ccccc2)c(=O)[nH]c1=O	x	x	-18	x	3	-6	-7	x	x
39	COc1ccccc1-c1nc(-c2ccccc2)[nH]c(=O)c1C#N	-2.0	-1	-3	6	13	-15	2	-3	-3
40	CC1CCCCN1C(=O)C1CCCN(S(=O)(=O)c2cccc3nsnc23)C1 (stereo unspecified)	0.5	7	3	20	4	-2	8	-5	1
41	CC(C)C[C@@H](CN)NC(=O)c1nc[nH]c1C(=O)N[C@@H](C)C(=O)CNC[C@H](C)NC(=O)c1nc[nH]c1C(=O)N[C@@H](Cc1ccccc1)C(=O)O	x	x	-5	x	5	-1	14	x	x
42	O=C(Nc1nc2ccccc2s1)c1cnccn1	-0.9	-51	-71	-2	7	-5	0	-5	-213
43	Cc1cc(COc2ccccc2OCCN2CCN(C)CC2)no1	0.2	-1	7	28	-10	4	-3	2	-11
44	CC1(C)N([O-])C(c2cccs2)=C[N+]1=O	0.5	4	4	4	-11	-3	-1	1	18
45	O=C(CN1C(=O)COc2ccccc21)NCCN1CCOCC1	0.4	-1	-1	-5	-12	-5	3	-3	-3
46	O=C1C=C(c2cccnc2)CCC1	-0.1	11	-2	-36	9	-12	1	0	9
47	O=C(COc1ccccc1)NC1CCSc2ccccc21 (stereo unspecified)	1.1	-1	10	24	16	7	-1	2	-9
48	Cc1onc(-c2ccccc2Cl)c1C(=O)N(Cc1ccc(N(C)C)cc1)C(C)C	-0.7	1	1	-20	15	2	-5	-5	-24
49	Cc1c(NC(=O)OCCNC(=O)COc2ccc(Cl)cc2Cl)sc(=S)n1C	1.5	-2	4	23	5	-11	-2	2	9
50	O=C(NNS(=O)(=O)c1ccc2ccccc2c1)c1cccs1	3.1	-1	x	15	12	-14	10	-1	3
51	Cc1ccc(C(=O)N/N=C\c2cccs2)cn1	8.1	5	-32	-7	12	-3	-8	3	-9
52	CN(C)CCOC(=O)NCC12CC3CC(CC(C3)C1)C2	-0.1	10	1	17	0	-3	2	-2	6
53	O=C(CN1CCN(S(=O)(=O)N2CCCCC2)CC1)Nc1cc(Cl)cc(Cl)c1	0.7	19	13	19	4	6	0	-5	6
54	O=C(Nc1ccccc1F)c1oc2ccccc2c1NC(=O)C1CC1	5.2	10	-5	14	22	-37	-9	-2	-18
55	O=C(OCC(=O)N1CCOCC1)c1ccc(Br)cc1	3.4	4	-12	9	6	-8	1	0	-12
56	Cc1ccc(S(=O)(=O)N(CC(=O)NCCSc2ccccn2)c2ccc(C)c(C)c2)cc1	-0.2	2	23	1	10	7	-10	-2	0
57	Cc1nc2ccc(S(=O)(=O)N(C)CC(=O)Nc3ccccc3F)cc2s1	1.4	8	4	16	-18	-1	-6	-2	6

Part of the list above with just XBP1 UPR activ and Mdm2-MdmX inh.
no.	Molecule	XBP1 UPR activ	Mdm2-MdmX inh
34	CCC(=O)NCCc1nc2cc(NC(=O)c3cccc([N+](=O)[O-])c3)ccc2n1C	5	-9
35	O=C1CN(C(=O)c2ccc(Br)o2)C(c2ccc(F)cc2)c2cc(Cl)ccc2N1 (stereo unspecified)	0	16
36	C=CCn1c(SCC(C)=O)nc2scc(-c3ccco3)c2c1=O	-3	7
